Screens: PubChem BioAssay, Sanford-Burnham Center for Chemical Genomics
hIAP act – increases human intestinal alkaline phosphatase activity. purified human IAP, CDP-Star luminescence, 30 min; stronger effect = higher value; 1 = vehicle-only enzyme, 0 = enzyme-free background. AID 2524. actives 0.16% (n = 330,000). P09923. activation factor at 10 µM;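 active means activation factor of the enzyme at least 2-fold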; further: the source names both 10 and 20 µM as test concentration; values of inactives mirror those of a sister screen read the other way
A3A deaminase – human APOBEC3A DNA deaminase inhibition. AID 493011. inhibition, % at 20 µM. recombinant A3A, FAM/TAMRA ssDNA deamination fluorescence. actives 0.41% (n = 330,000);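 active means at least 40% inhibition at 20 µM here, with at most 30% in a related deaminase screen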;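 further: plate controls were A3A with DMSO for no effect and wells lacking A3A enzyme for full effect; some results filed as inactive read as strong as hits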
Target sequence (P31941 whole entry, looked up): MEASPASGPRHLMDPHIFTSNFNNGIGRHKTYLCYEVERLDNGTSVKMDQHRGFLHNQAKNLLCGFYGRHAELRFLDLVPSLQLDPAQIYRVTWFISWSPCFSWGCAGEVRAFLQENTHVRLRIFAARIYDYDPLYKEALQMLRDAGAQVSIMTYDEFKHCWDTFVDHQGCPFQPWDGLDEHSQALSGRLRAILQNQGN
HKDC1 inhibitor – blocks human hexokinase HKDC1 activity; recombinant HKDC1, G6PDH/diaphorase resazurin coupled fluorescence; actives 0.16% (n = 340,000); AID 493160; Q2TB90; inhibition, % at 20 µM;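 active means inhibition above about 35% when tested at 20 µM, limit read from the data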;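 further: plate controls were DMSO wells with enzyme for no effect and DMSO wells lacking enzyme for full effect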
Target sequence (Q2TB90 whole entry, looked up): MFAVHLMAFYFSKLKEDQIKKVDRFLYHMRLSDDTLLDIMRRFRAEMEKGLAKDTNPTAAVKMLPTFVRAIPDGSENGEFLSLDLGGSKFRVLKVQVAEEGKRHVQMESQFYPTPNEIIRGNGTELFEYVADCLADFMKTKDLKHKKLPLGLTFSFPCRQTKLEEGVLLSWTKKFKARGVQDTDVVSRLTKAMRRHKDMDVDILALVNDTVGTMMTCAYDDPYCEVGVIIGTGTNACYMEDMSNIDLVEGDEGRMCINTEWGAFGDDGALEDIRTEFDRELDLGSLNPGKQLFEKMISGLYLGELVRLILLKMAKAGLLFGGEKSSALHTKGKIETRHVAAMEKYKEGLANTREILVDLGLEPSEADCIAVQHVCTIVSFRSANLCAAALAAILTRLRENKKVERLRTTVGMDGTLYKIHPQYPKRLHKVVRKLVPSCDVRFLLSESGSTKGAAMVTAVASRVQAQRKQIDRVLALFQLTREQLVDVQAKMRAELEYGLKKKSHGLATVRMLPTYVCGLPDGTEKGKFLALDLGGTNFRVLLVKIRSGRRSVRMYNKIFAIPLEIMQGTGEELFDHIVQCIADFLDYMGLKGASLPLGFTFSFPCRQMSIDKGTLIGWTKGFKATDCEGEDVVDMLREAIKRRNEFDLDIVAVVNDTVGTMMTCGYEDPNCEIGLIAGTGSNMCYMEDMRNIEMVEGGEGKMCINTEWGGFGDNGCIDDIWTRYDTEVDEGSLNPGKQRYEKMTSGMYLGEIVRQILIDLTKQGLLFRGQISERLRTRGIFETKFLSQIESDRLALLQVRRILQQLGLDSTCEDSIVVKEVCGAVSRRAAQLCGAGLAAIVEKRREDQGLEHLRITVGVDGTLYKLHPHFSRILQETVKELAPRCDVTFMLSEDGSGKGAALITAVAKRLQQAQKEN
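Assay system: in-house recombinant HK5 (HKDC1) enzyme. Input: HKDC1 at 5 µg/mL. Medium: Tris pH 8.0 buffer with MgCl2, Tween-20, BSA, BME. Dosing: single 20 µM dose. Schedule: 90 min reaction incubation at room temperature, dark. Signal: resazurin-to-resorufin fluorescence via G6PDH and diaphorase coupling, 525/613 nm. Controls: DMSO-enzyme wells negative, buffer-substituted wells positive.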
hIAP inh – blocks human intestinal alkaline phosphatase | P09923 | purified IAP, CDP-Star luminescence, 30 min | inhibition, % at 10 µM | actives 0.12% (n = 330,000) | AID 2544;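 active means inhibition reaching a set limit with compound at 10 µM in the primary screen, cut at about 35% in these data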;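 further: plate controls were DMSO wells with enzyme for no effect and no-enzyme buffer wells for full effect; values of inactives mirror those of a sister screen read the other way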
ATG4B inh – inhibitors of human ATG4B cysteine protease. ATG4B cleavage of LC3-PLA2, NBD-HPC fluorescence, 1 h. inhibition, % at 8.33 µM. actives 0.51% (n = 340,000); in the data active means inhibition above about 40%
PfGluPho inh – PfG6PD (Plasmodium falciparum) enzyme inhibition | PfGluPho enzyme, NADPH resazurin-diaphorase fluorescence | inhibition, % at 20 µM | AID 504690 | actives 0.78% (n = 350,000);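 active means inhibition reaching at least a set limit at 20 µM in the primary screen, cut at about 59% in these data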;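 further: 0% = DMSO wells with substrate and 100% = DMSO wells lacking glucose-6-phosphate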
mIAP activ – increases mouse intestinal alkaline phosphatase activity. AID 2805. actives 0.24% (n = 330,000). activation factor at 10 µM. muIAP, CDP-Star luminescence, 30 min; stronger effect = higher value; 1 = vehicle-only enzyme signal, 0 = enzyme-free wells;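 active means activation factor of at least 2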; further: the source names both 10 and 20 µM as test concentration; values of inactives mirror those of a sister screen read the other way
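System: Mouse IAP enzyme | Also added: CDP-Star substrate | Dosing: Compounds dispensed in DMSO | Schedule: 30 min enzyme-substrate-compound incubation at room temperature | Technique: Chemiluminescence readout | Control set: DMSO-only wells and no-enzyme negative control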
mIAP block – mouse IAP inhibition. purified mouse IAP, CDP-Star luminescence, 30 min. inhibition, % at 10 µM. actives 0.2% (n = 330,000). AID 2806;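 active means inhibition of at least 40% at 10 µM in the primary screen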;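 further: plate controls were DMSO with enzyme for no effect and no enzyme wells for full effect; values of inactives mirror those of a sister screen read the other way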
Starred values were filed as active, the others as inactive.

Screening COc1ccc(NC(=O)C2C(c3ccccc3)C2(Cl)Cl)c(OC)c1 (stereo not given) returned hIAP act 1.1, A3A deaminase -6, HKDC1 inhibitor -2, hIAP inh -5, ATG4B inh 4, PfGluPho inh 10, mIAP activ 1 and mIAP block 0.
For Cc1ccc(C)c(CN2CCC(n3nccc3NC(=O)CCCc3ccccc3)CC2)c1 the results were hIAP act 2.6*, A3A deaminase 0, HKDC1 inhibitor -1, hIAP inh -164, ATG4B inh 15, PfGluPho inh 10, mIAP activ 2.4* and mIAP block -138.
Cn1c(=O)c2[nH]c(N=Nc3ccc(N)cc3N)nc2n(C)c1=O was read as hIAP act 0.96, A3A deaminase 0, HKDC1 inhibitor 1, hIAP inh 4, ATG4B inh -9, PfGluPho inh 20, mIAP activ 0.94 and mIAP block 6.
Screening O=C(CC1CCCCC1)NCc1ccco1 returned hIAP act 1.1, A3A deaminase 2, HKDC1 inhibitor -1, hIAP inh -12, ATG4B inh -1, PfGluPho inh -7, mIAP activ 1.2 and mIAP block -21.
`CS(=O)(=O)NNC(=O)C1Cc2c(ccc3ccccc23)O1` (stereo not given) gave hIAP act 0.92, A3A deaminase -3, HKDC1 inhibitor -3, hIAP inh 8, ATG4B inh 1, PfGluPho inh 4, mIAP activ 0.99 and mIAP block 1.
Screening CCCCCOC(=O)C1=C(C)Nc2nnnn2C1c1ccccc1Cl (stereo not given) returned hIAP act 0.95, A3A deaminase 2, HKDC1 inhibitor 9, hIAP inh 5, ATG4B inh -6, PfGluPho inh 8, mIAP activ 0.98 and mIAP block 2.
CC(C)c1nnc(NC(=O)CC23CC4CC(CC(C4)C2)C3)s1 was read as hIAP act 0.95, A3A deaminase -3, HKDC1 inhibitor -7, hIAP inh 5, ATG4B inh -10, PfGluPho inh -5, mIAP activ 1.1 and mIAP block -9.
CCc1ccccc1NC(=O)CN1CCN(C(=O)C2CCN(C(=O)/C=C/c3ccccc3)CC2)CC1 was read as hIAP act 0.97, A3A deaminase 13, HKDC1 inhibitor -6, hIAP inh 3, ATG4B inh 4, PfGluPho inh 1, mIAP activ 1.1 and mIAP block -12.
O=C1NC(c2ccccc2)Nc2c1sc(=S)n2-c1ccccc1 (stereo not given) was read as hIAP act 0.93, A3A deaminase -5, HKDC1 inhibitor -5, hIAP inh 7, ATG4B inh 1, PfGluPho inh 22, mIAP activ 1 and mIAP block -5.
For O=S(=O)(CCN1CCN(C(c2ccccc2)c2ccccc2)CC1)C(F)(F)F the results were hIAP act 0.84, A3A deaminase -3, HKDC1 inhibitor 10, hIAP inh 16, ATG4B inh -14, PfGluPho inh 5, mIAP activ 0.95 and mIAP block 5.
Screening C[C@H]1CC[C@@]2(O[C@@H](CCO)C[C@@H](O)[C@@H]2O)O1 returned hIAP act 0.97, A3A deaminase -1, HKDC1 inhibitor 3, hIAP inh 3, ATG4B inh 3, PfGluPho inh -8, mIAP activ 0.93 and mIAP block 7.
For COc1ccc(C(=O)NCCn2ccc3ccccc32)c(OC)c1 the results were hIAP act 0.84, A3A deaminase -6, HKDC1 inhibitor 0, hIAP inh 16, ATG4B inh -1, PfGluPho inh 26, mIAP activ 0.98 and mIAP block 2.
For COc1ccccc1NC(=O)C1CCN(S(=O)(=O)c2ccc3c(c2)CC(C)N3C(C)=O)CC1 (stereo not given) the results were hIAP act 1, A3A deaminase 1, HKDC1 inhibitor -9, hIAP inh 0, ATG4B inh -2, PfGluPho inh -17, mIAP activ 1 and mIAP block -2.
For COc1ccccc1NC(=O)C1CCN(c2ncccn2)CC1 the results were hIAP act 1.4, A3A deaminase 1, HKDC1 inhibitor -2, hIAP inh -35, ATG4B inh 2, PfGluPho inh -15, mIAP activ 1 and mIAP block -1.
For COc1cccc(CN2CCNC(=O)C2CC(=O)NCc2cn3ccccc3n2)c1OC (stereo not given) the results were hIAP act 1.1, A3A deaminase 2, HKDC1 inhibitor 0, hIAP inh -10, ATG4B inh 7, PfGluPho inh -21, mIAP activ 0.95 and mIAP block 5.
`O=C(NCCc1ccccc1)C(=O)NC1CCCCC1` gave hIAP act 1.1, A3A deaminase 3, HKDC1 inhibitor 1, hIAP inh -11, ATG4B inh 19, PfGluPho inh -1, mIAP activ 1 and mIAP block -1.
For O=c1c2ccccc2nnn1CSc1nc2ccccc2c(=O)n1Cc1ccco1 the results were hIAP act 1, A3A deaminase 2, HKDC1 inhibitor 17, hIAP inh -4, ATG4B inh -12, PfGluPho inh -21, mIAP activ 0.95 and mIAP block 5.
`Cc1occc1-c1nnc(SC(C)C(=O)Nc2ccccc2F)o1` (stereo not given) gave hIAP act 1.1, A3A deaminase 0, HKDC1 inhibitor -3, hIAP inh -8, ATG4B inh 2, PfGluPho inh -1, mIAP activ 0.92 and mIAP block 8.
CCOC(=O)c1oc2ccc(Br)cc2c1COC(=O)C1=COCCO1 was read as hIAP act 1, A3A deaminase 4, HKDC1 inhibitor -1, hIAP inh -4, ATG4B inh 9, PfGluPho inh -21, mIAP activ 0.99 and mIAP block 1.
`COc1cccc(CN2CCN(CC#Cc3ccccc3)CC2CCO)c1` (stereo not given) gave hIAP act 0.85, A3A deaminase -6, HKDC1 inhibitor -4, hIAP inh 15, ATG4B inh -2, PfGluPho inh -10, mIAP activ 1 and mIAP block 0.

Part of the list above in order of molar mass, ascending:
Screening C[C@H]1CC[C@@]2(O[C@@H](CCO)C[C@@H](O)[C@@H]2O)O1 returned hIAP act 0.97, A3A deaminase -1, HKDC1 inhibitor 3, hIAP inh 3, ATG4B inh 3, PfGluPho inh -8, mIAP activ 0.93 and mIAP block 7.
`COc1cccc(CN2CCN(CC#Cc3ccccc3)CC2CCO)c1` (stereo not given) gave hIAP act 0.85, A3A deaminase -6, HKDC1 inhibitor -4, hIAP inh 15, ATG4B inh -2, PfGluPho inh -10, mIAP activ 1 and mIAP block 0.
For Cc1ccc(C)c(CN2CCC(n3nccc3NC(=O)CCCc3ccccc3)CC2)c1 the results were hIAP act 2.6*, A3A deaminase 0, HKDC1 inhibitor -1, hIAP inh -164, ATG4B inh 15, PfGluPho inh 10, mIAP activ 2.4* and mIAP block -138.

Carrying on:
For Cc1c(C)n(Cc2ccc(F)cc2)c2ccc(C(=O)NCCN3CCOCC3)cc12 the results were hIAP act 1.5, A3A deaminase -5, HKDC1 inhibitor -1, hIAP inh -52, ATG4B inh -28, PfGluPho inh 2, mIAP activ 0.98 and mIAP block 2.
`O=C(Nc1cccc([N+](=O)[O-])c1)c1cc(S(=O)(=O)N2CCOCC2)cs1` gave hIAP act 1.1, A3A deaminase -4, HKDC1 inhibitor 5, hIAP inh -7, ATG4B inh -6, PfGluPho inh 11, mIAP activ 0.9 and mIAP block 10.
CCCn1c(SCc2cc(=O)oc3ccc4ccccc4c23)n[nH]c1=O was read as hIAP act 1.1, A3A deaminase 2, HKDC1 inhibitor 12, hIAP inh -12, ATG4B inh -10, PfGluPho inh 28, mIAP activ 0.96 and mIAP block 4.
COc1cc(-c2nc3n(c(=O)c2C#N)CCS3)cc(OC)c1OC was read as hIAP act 1.1, A3A deaminase -2, HKDC1 inhibitor -3, hIAP inh -6, ATG4B inh -5, PfGluPho inh -9, mIAP activ 1 and mIAP block -4.
CCOCc1nnc(NC(=O)C2CCN(C(=O)c3ccco3)CC2)s1 was read as hIAP act 0.97, A3A deaminase -1, HKDC1 inhibitor -9, hIAP inh 3, ATG4B inh -10, PfGluPho inh -7, mIAP activ 1 and mIAP block -3.
For Fc1cccc2sc(Nc3nc4c(F)cccc4s3)nc12 the results were hIAP act 1.8, A3A deaminase 25, HKDC1 inhibitor -14, hIAP inh -80, ATG4B inh -8, PfGluPho inh -4, mIAP activ 0.76 and mIAP block 24.
Nc1c(Cl)ncnc1NCc1cccnc1 was read as hIAP act 1, A3A deaminase -2, HKDC1 inhibitor -1, hIAP inh -4, ATG4B inh 3, PfGluPho inh 12, mIAP activ 0.97 and mIAP block 2.
For CC(C)=CC(=O)OCC(=O)Nc1ccccc1Cl the results were hIAP act 1.1, A3A deaminase 3, HKDC1 inhibitor -9, hIAP inh -11, ATG4B inh -15, PfGluPho inh -23, mIAP activ 0.98 and mIAP block 2.
For CCn1cnnc1SCC(=O)NCC1COc2ccccc2O1 (stereo not given) the results were hIAP act 1.2, A3A deaminase -3, HKDC1 inhibitor -1, hIAP inh -21, ATG4B inh 1, PfGluPho inh 13, mIAP activ 1 and mIAP block -4.
`CCOC(=O)c1cnc(/N=C/N(C)C)s1` gave hIAP act 0.9, A3A deaminase 0, HKDC1 inhibitor 5, hIAP inh 10, ATG4B inh -10, PfGluPho inh 5, mIAP activ 0.97 and mIAP block 3.
Screening CCC(C)C(=O)OCC1(c2ccc(C)cc2OC(=O)C(C)C)CO1 (stereo not given) returned hIAP act 0.89, A3A deaminase 1, HKDC1 inhibitor -4, hIAP inh 12, ATG4B inh -13, PfGluPho inh 2, mIAP activ 0.83 and mIAP block 17.
`Cc1ccc(S(=O)(=O)N2CCCCC2)cc1NC(=O)CCCOc1ccccc1` gave hIAP act 1, A3A deaminase 14, HKDC1 inhibitor -4, hIAP inh -2, ATG4B inh -2, PfGluPho inh 4, mIAP activ 1.1 and mIAP block -5.
Screening Cc1nn2c(-c3ccccn3)ccnc2c1Cl returned hIAP act 1.1, A3A deaminase 1, HKDC1 inhibitor -6, hIAP inh -12, ATG4B inh -8, PfGluPho inh 11, mIAP activ 0.85 and mIAP block 15.
Screening COc1ccccc1C(=O)NCCc1c(C)[nH]c2c(C)ccc(F)c12 returned hIAP act 1.1, A3A deaminase 2, HKDC1 inhibitor -10, hIAP inh -5, ATG4B inh -8, PfGluPho inh 18, mIAP activ 0.89 and mIAP block 11.
`CC/C(=N\NS(=O)(=O)c1ccc(C)cc1)c1ccco1` gave hIAP act 1.1, A3A deaminase 1, HKDC1 inhibitor -3, hIAP inh -13, ATG4B inh -7, PfGluPho inh -2, mIAP activ 1 and mIAP block -2.
For CCc1ccc(-c2nc(SCC(=O)NC3CCCC3)n[nH]2)cc1 the results were hIAP act 1, A3A deaminase -2, HKDC1 inhibitor 0, hIAP inh -1, ATG4B inh -11, PfGluPho inh 16, mIAP activ 0.91 and mIAP block 9.
Screening Cc1ccc(NC(=O)CN2c3cccc4cccc(c34)S2(=O)=O)cc1 returned hIAP act 1.1, A3A deaminase -2, HKDC1 inhibitor 4, hIAP inh -8, ATG4B inh -9, PfGluPho inh 8, mIAP activ 0.99 and mIAP block 1.
Screening COCCn1c(SCC(=O)Nc2cc(C(C)(C)C)nn2-c2ccccc2)nnc1-c1ccncc1 returned hIAP act 1.1, A3A deaminase -3, HKDC1 inhibitor -6, hIAP inh -7, ATG4B inh -1, PfGluPho inh -18, mIAP activ 1 and mIAP block -4.
`O=C(NCc1ccc(F)cc1)C1CCCN1C(=O)Nc1ccc(Cl)cc1` (stereo not given) gave hIAP act 0.86, A3A deaminase -5, HKDC1 inhibitor 0, hIAP inh 14, ATG4B inh -1, PfGluPho inh 1, mIAP activ 0.94 and mIAP block 6.
For CCOC(=O)CSc1nc2ccccc2c(=O)n1C the results were hIAP act 0.96, A3A deaminase -11, HKDC1 inhibitor -1, hIAP inh 4, ATG4B inh -4, PfGluPho inh -7, mIAP activ 1 and mIAP block -1.
Screening Cc1cc(C)c(C(=O)/C=C/c2ccco2)c(=O)[nH]1 returned hIAP act 0.96, A3A deaminase 22, HKDC1 inhibitor 3, hIAP inh 4, ATG4B inh -9, PfGluPho inh 29, mIAP activ 0.89 and mIAP block 11.
`Cc1ccc(C)c(NC(=O)CN(C)C(=O)c2ccccc2Cc2ccccc2)c1` gave hIAP act 0.96, A3A deaminase 3, HKDC1 inhibitor 1, hIAP inh 4, ATG4B inh -1, PfGluPho inh -1, mIAP activ 1.1 and mIAP block -10.
